# Bioassay records as filed in PubChem BioAssay.
# NCOA3 inh = inhibitors of human steroid receptor coactivator 3 (SRC3) | HEK293 GAL4-SRC3 luciferase reporter, luminescence | inhibition, % at 3.6 µM | 360,000 compounds, 0.17% hits | AID 588352 | Q9Y6Q9;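 active means inhibition above a per-campaign cutoff, the mean of all compounds plus 3 SD, cut at about 60% in these data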;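 further: 0% = DMSO-treated cells and 100% = gossypol-treated cells at 36 µM; higher means less SRC3-driven luciferase light from the GAL4 reporter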
# NCOA2 inhibitor = human SRC2 (NCOA2) inhibition | HEK293 GAL4-SRC2 luciferase reporter, luminescence | inhibition, % at 9 µM | 370,000 compounds, 0.17% hits;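 active means inhibition above the mean inhibition of all tested compounds plus 3 SD, set per campaign, cut at about 52% in these data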;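 further: 0% = DMSO treated cells and 100% = cells given Gossypol at 36 µM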
# LRH-1 inv ag = NR5A2 inverse agonism in reporter assay; 360,000 compounds, 0.13% hits; O00482; HEK293T StAR-luciferase reporter, LRH-1 transfected, 24 h; inhibition, % at 3.6 µM; AID 602396;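 active means inhibition above the mean inhibition of all tested compounds plus 3 SD, cut at about 73% in these data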;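 further: 0% = DMSO wells and 100% = reporter-only cells lacking LRH-1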
# EBV LMP1 NFkB = reduces LMP1-driven NF-kappaB luciferase signal | LMP1-induced NF-kappaB luciferase reporter cells, luminescence | inhibition, % at 12.5 µM | 350,000 compounds, 0.69% hits; in the data active means inhibition above about 41%;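 further: 0% = neutral control wells and 100% = reference inhibitor control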
# SRC1 inh = inhibitors of human steroid receptor coactivator 1 (SRC1) | inhibition, % at 3.6 µM | HEK293 GAL4-SRC1 luciferase reporter, luminescence | AID 588354 | 360,000 compounds, 0.12% hits;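 active means inhibition above the campaign mean plus 3 SD, with each screening campaign given its own cutoff, cut at about 60% in these data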;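 further: 0% = DMSO treated cells and 100% = gossypol at 36 µM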
# Target sequence (Q15788 whole entry, looked up, the tested form may be a part): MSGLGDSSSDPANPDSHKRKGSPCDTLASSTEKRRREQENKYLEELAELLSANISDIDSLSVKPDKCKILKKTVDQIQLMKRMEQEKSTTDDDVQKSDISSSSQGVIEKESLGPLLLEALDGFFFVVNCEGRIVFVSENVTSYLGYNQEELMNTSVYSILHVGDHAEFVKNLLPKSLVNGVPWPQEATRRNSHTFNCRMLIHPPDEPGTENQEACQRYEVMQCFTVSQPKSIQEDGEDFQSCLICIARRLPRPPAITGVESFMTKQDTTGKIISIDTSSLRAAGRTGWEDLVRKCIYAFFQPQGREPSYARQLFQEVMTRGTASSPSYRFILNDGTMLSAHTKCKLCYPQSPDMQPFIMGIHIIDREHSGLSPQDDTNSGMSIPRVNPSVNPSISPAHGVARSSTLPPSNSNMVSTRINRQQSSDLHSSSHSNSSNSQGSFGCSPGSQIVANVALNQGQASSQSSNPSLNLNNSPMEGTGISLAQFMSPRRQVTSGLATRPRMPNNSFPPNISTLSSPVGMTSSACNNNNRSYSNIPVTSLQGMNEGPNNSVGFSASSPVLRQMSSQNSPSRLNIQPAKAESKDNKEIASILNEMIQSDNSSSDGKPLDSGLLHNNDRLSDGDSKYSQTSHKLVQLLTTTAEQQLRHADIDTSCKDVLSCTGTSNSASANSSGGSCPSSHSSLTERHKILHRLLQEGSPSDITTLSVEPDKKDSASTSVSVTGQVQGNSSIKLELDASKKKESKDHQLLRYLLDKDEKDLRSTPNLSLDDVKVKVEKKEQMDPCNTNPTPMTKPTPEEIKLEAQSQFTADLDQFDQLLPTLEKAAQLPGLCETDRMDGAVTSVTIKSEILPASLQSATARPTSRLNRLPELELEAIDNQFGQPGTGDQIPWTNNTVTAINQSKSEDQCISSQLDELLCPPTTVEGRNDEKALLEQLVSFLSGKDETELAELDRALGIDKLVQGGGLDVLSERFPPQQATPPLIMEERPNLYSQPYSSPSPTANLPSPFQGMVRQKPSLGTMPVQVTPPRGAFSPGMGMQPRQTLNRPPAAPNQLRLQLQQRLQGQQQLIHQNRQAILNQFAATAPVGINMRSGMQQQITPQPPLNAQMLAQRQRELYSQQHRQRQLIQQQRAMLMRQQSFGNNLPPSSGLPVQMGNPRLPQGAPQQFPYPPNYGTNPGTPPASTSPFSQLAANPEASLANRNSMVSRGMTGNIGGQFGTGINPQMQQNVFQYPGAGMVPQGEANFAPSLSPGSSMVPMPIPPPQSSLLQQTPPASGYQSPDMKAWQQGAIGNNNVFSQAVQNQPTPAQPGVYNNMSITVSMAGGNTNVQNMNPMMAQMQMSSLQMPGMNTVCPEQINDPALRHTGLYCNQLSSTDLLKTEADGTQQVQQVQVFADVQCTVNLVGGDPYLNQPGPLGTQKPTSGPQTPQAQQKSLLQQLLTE
# NOD2-RIPK2 inh = blocks binding of human NOD2 to RIPK2 | inhibition, % at 4.98 µM | O43353 | CHO BLA complementation NOD2-RIPK2, CCF4 ratio | 360,000 compounds, 0.38% hits; in the data active means inhibition above about 21%;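 further: 0% = vehicle only and 100% = reference blocker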
# TRAIL sens C8 = caspase-8 TRAIL sensitization. NB7+C8 cells + TRAIL, ATPlite viability luminescence. inhibition (viability loss, TRAIL sensitization), % at 10 µM. 360,000 compounds, 1% hits. AID 624354;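 active means compounds causing at least 50% loss of cell viability in the single-dose screen, relative to plate controls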
# Vif inh = inhibitors of HIV Vif; HEK293T cells, Vif self-association by quenched fluorescence, imaging, 24 h; inhibition, % at 7.49 µM; 340,000 compounds, 0.35% hits; in the data active means inhibition above about 50%, passing the limit was not always enough; further: some results filed as inactive read as strong as hits
# TROY NFkB inh = blocks TROY-dependent signaling in reporter cells; inhibition, % at 10 µM; Q293 LMP1-TROYcd NF-kB luciferase reporter, 4 h; 360,000 compounds, 0.98% hits;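 active means compounds whose plate-normalised and pattern-corrected inhibition of the luciferase reporter signal at the single screening dose is 50% or more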
# TLR9-MyD88 inh = inhibitors of human TLR9-MyD88 binding; CHO BLA complementation TLR9-MyD88, CCF4 FRET ratio; Q9NR96+Q99836; AID 504734; inhibition, % at 4.98 µM; 340,000 compounds, 0.21% hits;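 active means inhibition above the mean over all tested compounds plus 3 SD, cut at about 21% in these data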;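 further: 0% = DMSO only wells and 100% = clavulanate BLA inhibitor control wells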
# COUP-TFII inh = NR2F2 (human) inhibition, primary screen. P24468. HEK293T NGFI-A luciferase reporter, luminescence. inhibition, % at 8.6 µM. 370,000 compounds, 0.7% hits. AID 686940;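 active means inhibition above a per-plate cutoff, mean inhibition of test wells between control levels plus 3 SD, cut at about 38% in these data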;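 further: cells cotransfected with COUP-TFII expression vector driving the NGFI-A reporter; 0% = median of COUP-TF2 test wells and 100% = reporter-only cells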
# Active calls of the source: *; / = not tested or not shown.
SMILES,NCOA3 inh,NCOA2 inhibitor,LRH-1 inv ag,EBV LMP1 NFkB,SRC1 inh,NOD2-RIPK2 inh,TRAIL sens C8,Vif inh,TROY NFkB inh,TLR9-MyD88 inh,COUP-TFII inh
COCCN(Cc1nc(-c2ccc(C(F)(F)F)cc2)no1)C(C)C,-3,-1,9,-10,-8,1,-4,4,-8,-3,23
CCC(c1nnnn1C(C)(C)C)N1CCN(Cc2ccccc2OC)CC1 (stereo not drawn),-4,14,8,-4,-6,-4,-5,-1,-13,5,8
O=C(CSc1nnc(-c2ccccn2)o1)Nc1ccccc1,-26,-51,-21,-16,-64,-2,-3,1,7,-3,-21
COc1ccc(S(=O)(=O)N2CCN(C(=O)c3c(C)nn(-c4ccccc4)c3C)CC2)cc1,7,8,-14,2,2,-13,12,2,1,0,2
Cc1cc(C)c[n+](CC(=O)c2ccc(NC(=O)c3ccccc3)cc2)c1,11,13,19,-3,-32,-2,2,6,12,-9,4
O=C(COc1ccc(Cl)cc1)Nc1nnc(-c2ccc3c(c2)CCCC3)o1,7,-44,-27,-12,-47,-6,20,7,-8,4,-15
O=C(Nc1ccc2oc(=O)ccc2c1)c1ccc(-c2ccccc2[N+](=O)[O-])o1,15,6,1,-15,14,10,17,22,10,-4,-3
CCC(OC(=O)c1cc2sccc2n1C)C(=O)NCc1ccco1 (stereo not drawn),-1,6,14,8,-6,-8,-4,-5,-7,-11,12
CN1CCCC2(CCCN(Cc3nc(Cc4cccc(C(F)(F)F)c4)no3)C2)C1 (stereo not drawn),20,3,5,-12,-10,0,10,7,-9,12,11
O=C1CCCC(=O)C1Sc1ccc(Cl)cc1,1,10,-4,0,-5,-18,-12,1,-2,-10,-9
O=C(CCN1C(=O)/C(=C/c2ccccc2Cl)SC1=S)Nc1ccccc1C(=O)O,4,8,4,-5,-22,8,-8,-2,46,0,-7
CC1(C)CC(NC(=O)c2ccccc2F)CC(C)(C)N1,4,6,6,-5,-6,0,-17,-6,-1,-5,-10
COc1cc(/C=N\NC(=O)c2sc(N)nc2C)cc(OC)c1OC,-17,-43,-33,-10,-29,-7,-2,28,-33,3,-33
O=C(c1ccc(Cl)cc1)n1cnc2ccccc21,16,23,-3,1,-2,7,0,-9,10,5,6
Cc1nc(N2CCOCC2)nc(Oc2ccccc2)c1[N+](=O)[O-],16,20,-15,1,9,9,3,18,-9,3,11
Cc1ccccc1N1CC(C(=O)Nc2nnc(SCc3cccnc3)s2)CC1=O (stereo not drawn),6,6,6,-1,-12,-6,-22,-8,1,2,11
O=C(Cc1ccc(Br)cc1)N1CCN(c2ccccc2O)CC1,5,-21,-45,-29,-21,-1,0,-9,-45,11,-6
CN(C)C(=O)c1cc(C(=O)c2ccccc2)c[nH]1,-7,-2,-34,-10,-29,-1,-1,/,-8,12,-29
O=C(O)c1cc(NC(=O)c2cccc(F)c2)cc(NC(=O)c2cccc(F)c2)c1,5,1,0,-2,10,6,-8,-1,10,12,7
CC(OC(=O)c1ccc2ccccc2n1)C(=O)c1ccccc1 (stereo not drawn),-2,15,-8,-2,-3,-3,-10,29,-3,-1,-4
Cc1cccc(Cn2c(N3CCc4ccccc4C3)nc3c2c(=O)[nH]c(=O)n3C)c1,0,-8,0,-22,-33,2,-1,-8,-10,-5,16
CCC1(C)Cc2ccccc2-c2[nH]c(=S)[nH]c(=O)c21 (stereo not drawn),8,-1,4,-5,-56,-13,9,-10,17,-3,-18
CCOC(=O)CNC(=O)c1cnc(Nc2ccccc2OC)c2ccccc12,-4,12,12,-4,-8,-8,-3,-4,6,-1,-13
COc1cc(/C=N/N(C)C)cc(Br)c1O,23,-22,15,-6,-3,-6,-10,2,-23,5,1
CC1CC(C)CN(C(=O)c2ccc(CNc3c(N4CCCC4)c(=O)c3=O)cc2)C1 (stereo not drawn),11,6,-17,-6,-1,5,-12,2,12,7,19

# Continuation:
SMILES,NCOA3 inh,NCOA2 inhibitor,LRH-1 inv ag,EBV LMP1 NFkB,SRC1 inh,NOD2-RIPK2 inh,TRAIL sens C8,Vif inh,TROY NFkB inh,TLR9-MyD88 inh,COUP-TFII inh
O=C(COC(=O)c1cc(Cl)ccc1Cl)NC1CCCC1,-4,4,11,-6,13,6,-7,26,-27,-6,6
Cc1cc(O)ccc1NS(=O)(=O)c1ccc2c3c(cccc13)C(=O)N2,-5,9,1,-5,-14,-4,18,0,6,2,-6
CC(=O)Nc1ccc(/C=N\NC(=O)CNS(=O)(=O)c2ccc([N+](=O)[O-])cc2)cc1,4,-4,10,-9,0,4,-3,1,4,-2,2
O=C1CNC(=O)/C1=C\N1CCN(C(c2ccccc2)c2ccccc2)CC1,-16,5,-10,0,9,7,3,40,19,-13,-10
O=[N+]([O-])c1ccc(CSc2nc3ccccc3o2)cc1,-150,-34,-109,-41,-120,4,-1,/,-31,-8,-67
CCOc1ccccc1-c1nn2c(Cc3ccccc3)nnc2s1,5,13,-4,2,11,5,4,4,-9,8,15
Cc1cc(C)c2c(NC(=S)NC(=O)c3ccccc3)nn(C)c2n1,12,5,4,-6,-5,8,3,1,3,-3,-12
O=C(c1ccc(N2CCOCC2)nc1)N1CCOCC1,-6,-12,-3,1,2,-3,17,7,0,1,2
Cc1ccc(NC2CCCN(C(=O)CCN3CCCCO3)C2)cc1C (stereo not drawn),5,8,2,-1,-9,2,0,-18,-3,-7,-7
O=c1cc(-c2ccccc2)oc2cc(O)ccc12,-73,-36,-64,-8,-68,4,17,-2,-50,-9,-55
COc1c(O)cc2oc(-c3ccc(O)cc3)cc(=O)c2c1O,-78,-39,-134,-6,-118,5,39,9,-15,2,-68
CCOc1ccc(CNc2ncc(-c3ccccc3)n2C)cc1,-19,2,5,-13,6,-2,8,0,-13,3,2
CCOC(=O)C1(C)CCCN(C(=O)c2ccc(C)c(F)c2)C1 (stereo not drawn),-3,25,-4,/,4,-6,-8,-6,-12,/,-10
O=C1NC(Cc2ccccc2)C(=O)N1Cc1cc([N+](=O)[O-])cc2c1OCOC2 (stereo not drawn),6,1,-15,55*,-11,-5,-13,1,-3,-1,2
COc1ccc(Oc2nc(OC)cc(OC)n2)cc1,10,-10,-3,-18,-8,-10,-12,28,8,4,-4
Cc1cc(C(=O)OCC(=O)N2CC(C)CC(C)C2)c(C)o1 (stereo not drawn),-18,-2,-8,-9,-2,10,3,-2,3,2,4
Cc1cc(C)c(S(=O)(=O)Nc2nnc(C3CCCCC3)s2)c(C)c1,-4,20,0,6,-21,-6,3,-7,10,2,-19
COc1ccc(C2=Nn3c(nnc3-c3ccccc3F)SC2)cc1OC1CCCC1,-184,-5,-54,55*,-223,1,32,-18,41,-11,-87
CC(Sc1ccccc1)C(=O)Nc1ccccc1C(=O)N1CCOCC1 (stereo not drawn),3,-9,17,-4,-9,-12,5,1,-5,-4,-8
CCNC(=O)NC(=O)COc1ccccc1C#N,-43,-63,-50,-12,-53,1,1,0,-50,0,-55
C=CCN1C=CC(=CC=C(C#N)C#N)C=C1,-17,-101,-5,5,-9,-22,5,8,-34,-5,-51
CNC[C@H]1Oc2c(NC(=O)C3CCCCC3)cccc2C(=O)N([C@H](C)CO)C[C@@H]1C,-16,-28,-10,4,-4,7,5,/,12,-3,-21
O=C(COC(=O)c1cccc([N+](=O)[O-])c1)Nc1ncc(Br)s1,0,-13,8,-2,7,-8,21,-22,-13,6,-1
Cn1c(=O)c2cn3c(c2n(C)c1=O)C(c1ccccc1)CC(c1ccccc1)=N3 (stereo not drawn),-35,10,-83,-15,-75,-1,-7,1,-26,-6,-3
Cc1nc(NS(=O)(=O)c2cccs2)c2c3c(sc2n1)CCC3,-12,12,-16,-3,-4,-8,-14,-7,-5,-1,-2

# (more compounds)
SMILES,NCOA3 inh,NCOA2 inhibitor,LRH-1 inv ag,EBV LMP1 NFkB,SRC1 inh,NOD2-RIPK2 inh,TRAIL sens C8,Vif inh,TROY NFkB inh,TLR9-MyD88 inh,COUP-TFII inh
CCOC(=O)CCN1C(=O)c2ccccc2Sc2ncccc21,-2,-1,11,3,10,-14,7,-5,-1,-6,-17
CC(=O)NS(=O)(=O)c1ccc(NC(=O)c2cccc(S(=O)(=O)N3CCc4ccccc43)c2)cc1,8,9,-7,0,4,5,7,2,1,1,-10
COc1ccc(CCn2c(=N)c(C(=O)NC3CCCC3)cc3c(=O)n4cccc(C)c4nc32)cc1,-15,20,0,4,-6,11,28,9,-1,-7,5
COc1cccc(OCC(Cn2cnc3ccccc32)OC(C)=O)c1 (stereo not drawn),10,3,-8,6,-7,-8,-2,0,-1,-9,9
CN(C)C(=O)c1cc(C(=O)c2ccc(F)cc2F)c[nH]1,3,-46,-26,-2,-15,-11,-1,-2,-22,-6,-3
CNCCC(Oc1ccccc1OC)c1ccccc1 (stereo not drawn),17,-5,16,-1,3,-6,6,-8,-4,-3,12
COc1cc(OC)cc(C(=O)N[C@H](C(=O)OCC(=O)c2ccc3c(c2)NC(=O)CO3)C(C)C)c1,9,15,9,-22,-6,1,-3,0,9,0,8
COCCCNC(=O)COc1ccc2oc3c(c2c1)CCCC3,-23,-9,-12,0,-23,-1,-6,-4,-5,-12,6
O=C(NNS(=O)(=O)c1cc(Cl)cc(Cl)c1)c1sccc1-n1cccc1,-1,-10,-7,-11,-21,-5,-8,/,-5,-4,15
O=C(O)c1ccc(N=C2c3ccccc3-c3ccccc32)cc1,-7,-31,7,-3,-2,2,-2,6,14,1,-2
Cc1cccc(NC(=O)C2CCC(CNC(=O)[C@@H]3Cc4ccccc4CN3)CC2)c1 (stereo partly drawn),-8,10,-17,-4,6,1,0,-18,10,-16,-1
CCCC(=O)NC1CCc2cc(OC)c(OC)c(OC)c2-c2ccc(OC)c(=O)cc21 (stereo not drawn),22,6,20,-3,-17,3,12,-8,11,-7,-66
Cc1ccc(NC(=O)/C(C#N)=C/c2ccsc2)c(C)c1,-29,-8,-60,-8,-39,-8,4,-2,-54,-4,-12
C=CCOc1c(CNc2ccc(S(N)(=O)=O)cc2)cccc1OC,18,-9,-1,4,-9,7,0,-4,17,4,15
CN(CCOc1ccc(Cl)cc1)C(=O)C1=CC=CN2CCS(=O)(=O)N=C12,-8,6,-15,0,16,-1,1,9,-2,-5,-3
Cc1cccc(NC(=O)CN2CCN(C(=O)c3c(C)nn(Cc4ccccc4)c3C)CC2)c1C,6,4,7,-4,-2,-3,1,9,17,-11,21
C=CCn1c(C(C)NC(=O)c2ccccc2)n[nH]c1=S (stereo not drawn),2,4,-3,-6,-20,-4,10,-1,-21,12,4
Cc1cccc(C)c1C(O)c1ncc(-c2ccc(Cl)cc2)[nH]1 (stereo not drawn),4,12,-1,/,0,1,8,/,10,/,-2

# Among those listed so far, these contain a cyano group:
SMILES,NCOA3 inh,NCOA2 inhibitor,LRH-1 inv ag,EBV LMP1 NFkB,SRC1 inh,NOD2-RIPK2 inh,TRAIL sens C8,Vif inh,TROY NFkB inh,TLR9-MyD88 inh,COUP-TFII inh
CCNC(=O)NC(=O)COc1ccccc1C#N,-43,-63,-50,-12,-53,1,1,0,-50,0,-55
C=CCN1C=CC(=CC=C(C#N)C#N)C=C1,-17,-101,-5,5,-9,-22,5,8,-34,-5,-51
Cc1ccc(NC(=O)/C(C#N)=C/c2ccsc2)c(C)c1,-29,-8,-60,-8,-39,-8,4,-2,-54,-4,-12

# Not all compounds are listed, so the mix of outcomes need not match the whole.
